LYP inhibition – inhibitors of LYP phosphatase, biochemical, fluorescence intensity, uHTS (AID 1779). 0.054% of 290,000 active. recombinant LYP phosphatase, fluorescence intensity; higher % means a stronger effect. one-dose inhibition, % at 11.5 µM; IC50 in µM for titrated hits; in the data active means inhibition above about 50%;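 further: plate controls were vehicle with enzyme for no effect and no enzyme for full effect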
AID2073 – inhibitors of Mint1-CaV2.2 protein interaction, biochemical, HTRF (AID 2073) | HTRF protein-protein interaction, Mint1-CaV2.2; higher % means a stronger effect | inhibition, % at 20 µM, or IC50 in µM where a hit was titrated | 0.19% of 290,000 active; in the data active means inhibition mostly above about 51%, no sharp cut-off; inconclusive means no clear call, values can overlap the other calls; inactive means mostly below about 53%; further: some results filed as inactive read as strong as hits
HIV peptide binding – cell-free HIV fusion peptide-binding blockers – biochemical, uHTS, fluorescence dequenching, primary screen (AID 1986) | cell-free peptide binding, fluorescence dequenching, 30 min; higher % means a stronger effect | inhibition, % at 20 µM; hits with a dose series show IC50 in µM | 0.3% of 290,000 active; in the data active means inhibition mostly above about 52%, no sharp cut-off; inactive means mostly below about 76%; further: some results filed as inactive read as strong as hits
NS5 inhibitors – flavivirus cap methylation enzyme inhibition – biochemical, confirmation dose response, primary screen (AID 588689). Dengue-2 NS5 methyltransferase capping enzyme assay, biochemical; higher % means a stronger effect. one-dose inhibition, % at 25 µM; IC50 in µM for titrated hits. 0.3% of 340,000 active; in the data active means a potency from the dose series; inconclusive means inhibition above about 29% without an active follow-up result
SV40 large T antigen – TAg ATPase/helicase activity blockers – biochemical (AID 1903); SV40 large T antigen ATPase/helicase inhibition assay; higher % means a stronger effect; one-dose inhibition, % at 20 µM; IC50 in µM for titrated hits; 0.39% of 310,000 active; in the data active means a potency from the dose series; inconclusive means inhibition mostly from about 32% at the one dose, without a potency; inactive means the rest, 99 in 100 with inhibition below about 32%; further: strong numbers were not always called active
RSV antiviral HEp-2 – RSV antiviral activity via CPE protection, HEp-2 cells, primary 10 µM value included (AID 2391) | HEp-2 cells, RSV-induced CPE inhibition; higher % means a stronger effect | CPE inhibition, % at 10 µM, or IC50 in µM where a hit was titrated | 0.13% of 310,000 active; in the data active means a potency from the dose series; inconclusive means CPE inhibition mostly from about 23% at the one dose, without a potency; inactive means the rest, 99 in 100 with CPE inhibition below about 21%; further: strong numbers were not always called active
XIAP antagonists – small molecules displacing peptide from XIAP – biochemical, IAP family, fluorescence polarization (AID 1018); XIAP BIR domain, fluorescence polarization peptide displacement; higher % means a stronger effect; displacement, % at 20 µM; hits with a dose series show IC50 in µM; 0.007% of 200,000 active; in the data active means displacement above about 50%; further: a part of the inactive calls stands beside numbers as strong as those of hits
Siah-1 displacement – blockers of Siah-1 interaction with plectin peptide – biochemical, fluorescence polarization, rhodamine-plectin, uHTS, primary screen (AID 1817). Siah-1 / rhodamine-plectin peptide fluorescence polarization; higher % means a stronger effect. one-dose displacement, % at 20 µM; IC50 in µM for titrated hits. 0.02% of 290,000 active;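 active means displacement of at least 50% at 20 µM, with a fluorescence ratio check between 0.3 and a set limit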;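 further: plate controls were Siah plus tracer with DMSO for no effect and tracer alone without Siah for full effect; strong numbers were not always called active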
MgcRacGAP inhibition – MgcRacGAP GTPase-activating activity inhibitors, confirmation, biochemical, ADP Hunter fluorescence | inhibition, % at 30 µM, or IC50 in µM where a hit was titrated | AID 624330 | MgcRacGAP-stimulated Rac1 GTP hydrolysis, ADP Hunter fluorescence; higher % means a stronger effect; GST-tagged Rac1 F28L mutant substrate | 0.6% of 340,000 active;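 active means first-screen hits whose inhibition reached a set limit at any dose in the follow-up dose series; inconclusive means inhibition above the set first-screen limit but never retested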;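 further: fluorescence reports GDP produced by GAP-driven GTP hydrolysis; strong numbers were not always called active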
NS5 inhibitors pilot replicate – further read-out of NS5 inhibitors, marked with its call; inhibition, %; measured here: pilot screen replicate inhibition
Starred values were filed as active, the others as inactive; ? = inconclusive; nt = not tested or not shown.

SMILES	LYP inhibition	AID2073	HIV peptide binding	NS5 inhibitors	SV40 large T antigen	RSV antiviral HEp-2	XIAP antagonists	Siah-1 displacement	MgcRacGAP inhibition	others
Cc1cnc(NC(=O)C2CCC(C(C)(C)C)CC2)s1 (configuration not stated)	-5%	5%	-1.2%	-5%	1%	3.3%	nt	-1%	-1%
CC1COc2ccccc2N1C(=O)c1ccc(F)cc1 (configuration not stated)	-5%	-6%	0.6%	-1%	3%	1.9%	nt	-3%	6%
O=C(O)c1ccc(N/N=C/c2ccc(-c3cc(Cl)ccc3Cl)o2)cc1	-7%	52%	38%	10%	34%	21%	nt	36%	12%
Fc1cccc(-c2cc3nc4c(c(N5CCOCC5)n3n2)CCCC4)c1	9%	12%	-1.6%	-3%	7%	16%	-13%	1%	6%
CC(=O)c1nn(-c2cccc(Br)c2)cc1C(=O)c1ccco1	-3%	2%	-1.0%	4%	10%	2.1%	-4.7%	3%	2%
CNC[C@H](Cc1ccccc1)NC[C@@H](Cc1cccc2ccccc12)NCCc1ccc(C)cc1	-8%	17%	-0.5%	-2%	6%	-3.9%	nt	-9%	-5%
COc1ccc2nc(NC(=O)C3CCCN(S(=O)(=O)c4cccc5nonc45)C3)sc2c1 (configuration not stated)	-2%	11%	1.7%	-2%	8%	39%	-1.0%	-5%	9%
COc1cc([N+](=O)[O-])c(N2CCOCC2)c([N+](=O)[O-])c1OC	1%	-6%	-1.5%	-1%	7%	4.7%	-9.2%	-2%	1%
O=C(CSc1nnc(-c2ccncc2)n1-c1ccc(F)cc1)NNC(=O)c1cccc(O)c1	-3%	10%	-0.5%	1%	7%	1.6%	-4.9%	-2%	4%
O=C(NC1CCCCC1)c1cc(-c2ccc(F)cc2)on1	-6%	4%	0.7%	2%	-3%	0.2%	nt	2%	6%
CC(c1nc2ccccc2c(=O)[nH]1)N(C)c1ccc2ccccc2c1 (configuration not stated)	2%	-8%	-2.1%	-5%	11%	2.2%	-2.9%	6%	11%
CC(NC(=O)CNC(=O)C1CCCCC1)c1cccc(Cl)c1 (configuration not stated)	-10%	-4%	-0.7%	-7%	6%	0.6%	nt	3%	5%
CCC(=O)N1c2ccc(S(=O)(=O)N3CCN(c4ccccc4Cl)CC3)cc2CC1C (configuration not stated)	-8%	6%	-1.6%	-4%	10%	3.4%	nt	0%	8%
O=C(Cc1ccc(Br)cc1)NC1CCN(Cc2ccccc2)CC1	-6%	15%	0.8%	-4%	8%	-0.7%	nt	4%	6%
O=C(O)c1cccc(NS(=O)(=O)c2ccc3nnn(O)c3c2)c1	1%	-10%	2.3%	8%	8%	1.7%	-5.5%	-1%	7%
O=c1[nH]oc(O)c1-c1ncc(C(F)(F)F)cc1Cl	-8%	0%	1.0%	7%	16%	1.3%	-4.8%	1%	11%
COC(=O)c1ccccc1NC(=O)CSc1nc(O)cc(=O)n1C1CCCC1	-1%	6%	-1.5%	-6%	12%	4.0%	-4.4%	-2%	5%
COc1ccc(CCCC(=O)N/N=C/c2ccc(C)cc2)cc1	5%	-3%	-1.0%	-7%	2%	2.8%	-3.0%	1%	5%
O=C(Cn1nnc(-c2cccc(C(F)(F)F)c2)n1)N1CCOCC1	-4%	2%	0.7%	0%	4%	1.9%	-1.4%	6%	9%
O=C(c1cccc2ccccc12)C1CCCN(C(=O)CCc2cnccn2)C1 (configuration not stated)	-8%	7%	-1.4%	2%	6%	2.9%	-1.1%	8%	6%
Cc1ccc(NC(=O)c2csc(-c3ccccc3)c2C)cc1	1%	25%	14%	-8%	3%	nt	-3.6%	1%	10%	NS5 inhibitors pilot replicate=2.1
CCOc1ccc2[nH]c(C)c(CN3CCN(CC)CC3)c(=O)c2c1	8%	?	-1.7%	-2%	-2%	1.3%	-9.4%	-4%	10%
CCn1c(=O)c2c(nc3n2CCCN3CCc2ccccc2)n(C)c1=O	9%	10%	2.7%	-1%	14%	0.0%	-5.5%	-2%	7%
O=c1oc2ccc(Br)cc2cc1-c1nc2ccccc2o1	-7%	4%	12%	-3%	13%	0.4%	-1.9%	0%	2%
O=C(NC1=NCCS1)C1CC(=O)N(c2ccc(F)cc2)C1 (configuration not stated)	-9%	13%	0.3%	-3%	6%	0.1%	-5.1%	-2%	3%

An excerpt from above in order of length of the SMILES, high to low:
SMILES	LYP inhibition	AID2073	HIV peptide binding	NS5 inhibitors	SV40 large T antigen	RSV antiviral HEp-2	XIAP antagonists	Siah-1 displacement	MgcRacGAP inhibition	others
CCC(=O)N1c2ccc(S(=O)(=O)N3CCN(c4ccccc4Cl)CC3)cc2CC1C (configuration not stated)	-8%	6%	-1.6%	-4%	10%	3.4%	nt	0%	8%
COc1cc([N+](=O)[O-])c(N2CCOCC2)c([N+](=O)[O-])c1OC	1%	-6%	-1.5%	-1%	7%	4.7%	-9.2%	-2%	1%
O=C(O)c1ccc(N/N=C/c2ccc(-c3cc(Cl)ccc3Cl)o2)cc1	-7%	52%	38%	10%	34%	21%	nt	36%	12%
COC(=O)c1ccccc1NC(=O)CSc1nc(O)cc(=O)n1C1CCCC1	-1%	6%	-1.5%	-6%	12%	4.0%	-4.4%	-2%	5%
O=C(c1cccc2ccccc12)C1CCCN(C(=O)CCc2cnccn2)C1 (configuration not stated)	-8%	7%	-1.4%	2%	6%	2.9%	-1.1%	8%	6%
O=C(Cn1nnc(-c2cccc(C(F)(F)F)c2)n1)N1CCOCC1	-4%	2%	0.7%	0%	4%	1.9%	-1.4%	6%	9%
O=C(NC1=NCCS1)C1CC(=O)N(c2ccc(F)cc2)C1 (configuration not stated)	-9%	13%	0.3%	-3%	6%	0.1%	-5.1%	-2%	3%
COc1ccc(CCCC(=O)N/N=C/c2ccc(C)cc2)cc1	5%	-3%	-1.0%	-7%	2%	2.8%	-3.0%	1%	5%
O=C(NC1CCCCC1)c1cc(-c2ccc(F)cc2)on1	-6%	4%	0.7%	2%	-3%	0.2%	nt	2%	6%
Cc1cnc(NC(=O)C2CCC(C(C)(C)C)CC2)s1 (configuration not stated)	-5%	5%	-1.2%	-5%	1%	3.3%	nt	-1%	-1%
CC1COc2ccccc2N1C(=O)c1ccc(F)cc1 (configuration not stated)	-5%	-6%	0.6%	-1%	3%	1.9%	nt	-3%	6%

(list continues)
SMILES	LYP inhibition	AID2073	HIV peptide binding	NS5 inhibitors	SV40 large T antigen	RSV antiviral HEp-2	XIAP antagonists	Siah-1 displacement	MgcRacGAP inhibition	others
Cc1ccc(N(C(=O)c2snc(C(N)=O)c2N)C(C(=O)NC2CCCC2)c2ccco2)cc1 (configuration not stated)	-6%	4%	0.3%	-6%	nt	nt	nt	-1%	-4%
CC1CN(c2ccccc2)c2nc3c(c(=O)[nH]c(=O)n3C)n2C1 (configuration not stated)	-3%	46%	-1.9%	1%	-1%	4.3%	nt	3%	3%
COc1ccccc1N1CCN(C(=O)CCC(=O)N2CCN(c3ccc(F)cc3)CC2)CC1	-9%	-6%	-0.7%	-3%	0%	-0.6%	nt	4%	6%
CCOC(=O)C1CCN(C(=O)c2ccc3c(Cl)c4c(nc3c2)CCCC4)CC1	-4%	7%	-0.3%	-16%	18%	0.8%	nt	10%	4%
COc1ccc(C(=O)N/C(=C\c2ccccc2)C(=O)Nc2cccc(C(=O)O)c2)cc1	-6%	6%	0.5%	-1%	5%	-0.5%	nt	10%	4%	NS5 inhibitors pilot replicate=-2.1
COc1ccc(CC(=O)NNC(=O)Cc2ccc(OC)cc2)cc1	-5%	-6%	-2.7%	nt	4%	0.6%	-4.5%	-2%	nt
COc1ccc(C(=O)[C@@H]2CC[C@](C)(C(=O)O)C2(C)C)cc1	nt	nt	nt	-7%	15%	0.2%	nt	nt	3%
COc1cc(C(=O)Nc2sc3c(c2C(=O)NCc2ccco2)CCCC3)cc(OC)c1OC	-5%	25%	-1.0%	-7%	5%	2.5%	-0.8%	-5%	6%
Cc1ccccc1NC(=O)C1COc2ccccc2O1 (configuration not stated)	-7%	5%	0.6%	0%	13%	0.8%	nt	1%	6%
CCCn1c(N)c(C(=O)COC(=O)CCS(=O)(=O)c2ccc(C)cc2)c(=O)[nH]c1=O	-2%	8%	2.2%	-3%	1%	3.3%	nt	8%	7%
Nc1ccc(-n2nc(C(F)(F)F)cc2C(F)(F)F)cc1	-2%	3%	-1.2%	-4%	3%	nt	nt	-4%	11%
CCOC(=O)c1sc(=NC(=O)c2ccc(F)cc2)n(C)c1C	-13%	23%	-0.8%	2%	1%	2.9%	nt	0%	8%
CCc1ccc(C(=O)NCC2COc3ccccc3O2)o1 (configuration not stated)	2%	-11%	-0.6%	-1%	1%	2.7%	-2.6%	-1%	8%
CCCCC(=O)Nc1ccc(NC(=S)NC(=O)CC)cc1OC	-6%	-15%	-0.4%	-4%	5%	0.6%	-9.6%	-3%	3%
CCCCn1nc2cc(C(=O)NCc3ccccc3)ccc2c1OCC	-10%	9%	1.2%	-6%	3%	3.4%	-3.2%	6%	0%
Cc1cccc(-n2c(C)n[nH]c2=S)c1	-5%	-38%	-0.7%	-8%	8%	-0.1%	-4.1%	-1%	-3%
Cc1cccc(COCCN2CCN(S(=O)(=O)c3ccccc3)CCC2=O)c1	-13%	7%	-1.5%	-3%	11%	1.0%	nt	-5%	4%
Cc1ccccc1-n1c(=O)n(Cc2ccccc2)c(=O)c2[nH]cnc21	-6%	-5%	-0.5%	-11%	3%	nt	nt	11%	-5%
C=CCn1c(=O)c(C(=O)NC2CC2)c(O)c2cc(OC)c(OC)cc21	-6%	-15%	0.0%	5%	14%	0.5%	nt	-6%	7%
CCN1C(=NCC(C)C)N[C@@H](c2cccc(C(F)(F)F)c2)C(C(=O)OC)=C1C	-1%	2%	0.2%	-11%	11%	-1.4%	nt	-3%	12%
COc1ccc(NS(=O)(=O)c2cc3c(cc2C)N(C(C)=O)CCO3)c(OC)c1	-5%	-4%	0.8%	0%	2%	2.0%	nt	2%	2%
C/C(=C(/NC(=O)c1ccccc1)C(=O)O)c1ccco1	-6%	9%	25%	-3%	5%	0.5%	-4.8%	1%	-3%
CC(=O)c1cccc(NC(=O)C2CCN(S(=O)(=O)c3ccccc3)CC2)c1	0%	6%	0.7%	-10%	9%	1.0%	-7.0%	1%	-3%
CCOC(=O)CSc1snnc1-c1ccccc1	-8%	1%	-2.6%	-8%	-8%	1.5%	-0.2%	-1%	6%
COc1ccc(/C=C2/C(=O)C(C)(C(C)C)CCC2C)cc1 (configuration not stated)	7%	-3%	2.3%	-4%	8%	2.8%	nt	4%	2%
CCC(=O)Nc1cccc(C(=O)/C=C/c2cc(Br)ccc2OC)c1	0%	-5%	-0.2%	-16%	4%	-3.9%	-8.7%	4%	8%
COc1ccc(C2C(C#N)=C(N)OC3=C2C(=O)CC(C)(C)C3)c([N+](=O)[O-])c1OC (configuration not stated)	-1%	8%	-2.7%	-6%	8%	1.6%	0.1%	-2%	0%

Assay outcomes deposited in PubChem BioAssay by several laboratories.

Outcome played no part in choosing rows, and some 1.7% of all compounds hit somewhere here.
